Compound activity from PubChem.
MEKK2 WT-MEK5: raises or lowers MEK5 binding to wildtype human MEKK2 PB1 domain; bead flow cytometry, Alexa488-MEK5 binding to MEKK2 WT; actives lie on both sides; binding response (% of control), % at 10 µM; hit rate 1.1% among 290,000; in the data active means binding response below about 67% or above about 130%
OXTR agonist: agonists of human oxytocin receptor; P30559; CHO-OTR cells, Fluo-8 calcium fluorescence; normalized: DMSO 0%, oxytocin 100%; activation, % at 3 µM; hit rate 0.32% among 320,000;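 active means activation above the mean of all tested compounds plus 3 SD, cutoff set per screening run, cut at about 20% in these data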;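 further: peak over basal fluorescence ratio from a 100 s FLIPR kinetic read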
Target sequence (P30559 whole entry, looked up): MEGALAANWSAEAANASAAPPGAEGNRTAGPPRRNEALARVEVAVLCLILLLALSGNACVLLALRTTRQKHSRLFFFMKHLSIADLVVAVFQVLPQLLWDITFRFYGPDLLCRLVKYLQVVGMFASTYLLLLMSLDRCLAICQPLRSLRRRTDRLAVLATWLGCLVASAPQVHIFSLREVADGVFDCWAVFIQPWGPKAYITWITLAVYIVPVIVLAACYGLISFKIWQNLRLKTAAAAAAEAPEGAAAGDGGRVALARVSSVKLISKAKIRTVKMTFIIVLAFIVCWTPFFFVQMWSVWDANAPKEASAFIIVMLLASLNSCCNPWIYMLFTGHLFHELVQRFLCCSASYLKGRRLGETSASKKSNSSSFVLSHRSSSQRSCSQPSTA
OXTR potentiate: potentiates the human oxytocin receptor response | P30559 | CHO-OTR cells, Fluo-8 calcium fluorescence, potentiator mode; 0% = oxytocin EC15, 100% = EC100 | activation, % at 3 µM | hit rate 0.061% among 320,000;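 active means activation above that plate's cutoff, the mean activation of tested compounds plus 3 SD, cut at about 6.6% in these data, passing the limit was not always enough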;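 further: 100% uses oxytocin at 75 nM as the full agonist control; some results filed as inactive read as strong as hits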
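Material: human OTR in CHO cells. Compound: 3.0 µM, one dose. Timing: compound 6 min at room temperature before oxytocin, 100 s read. Evaluation: % activation of max/min ratio relative to oxytocin controls. Replication: single well per compound, singlicate. Signal: Fluo-8 calcium dye fluorescence.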
V1aR counter: V1a receptor agonism, counter-screen for OXTR agonists; hit rate 0.25% among 320,000; CHO-V1R cells, Fluo-8 calcium fluorescence, agonist mode; 0% DMSO, 100% 3 nM vasopressin; activation, % at 3 µM;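 active means activation above the mean activation of all tested compounds plus 3 SD, per screening run, cut at about 20% in these data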;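 further: signal is peak over basal fluorescence ratio across a 100 second FLIPR read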
M18AAP inhibitor: blocks P. falciparum M18 aspartyl aminopeptidase. recombinant PfM18AAP, H-Glu-NHMec fluorogenic cleavage. inhibition, % at 7.35 µM. hit rate 1.2% among 290,000. AID 1822;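 active means inhibition above the campaign mean inhibition over all tested compounds plus 3 SD, cut at about 28% in these data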;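 further: 0% = plate median of test compound wells and 100% = 2 mM ZnCl2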
NALP1 inh: NALP1 inhibition | S. cerevisiae NALP1/ASC/caspase-1 growth, X-gal OD620, 72 h | AID 2071 | inhibition, % at 10 µM | hit rate 0.61% among 280,000; in the data active means inhibition mostly above about 24%, no sharp cut-off; inactive means mostly below about 32%; further: some compounds called inactive have numbers as strong as hits
MEKK2mut PB1 HTS: signal of MEK5 binding to mutant human MEKK2 PB1 domain. AID 1530. percent response, % at 10 µM. bead flow cytometry, Alexa488-MEK5 binding to MEKK2 mutant. hit rate 0.35% among 290,000; in the data active means percent response above about 24%, passing the limit was not always enough; further: inactives centre near 1; some results filed as inactive read as strong as hits
GalR3 antag: antagonists of human GalR3 | O60755 | HEK293 GalR3-CNG cAMP membrane potential fluorescence; galR3 body fused to GalR1 C-terminus | inhibition, % at 3 µM | hit rate 0.44% among 360,000 | AID 651719;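 active means inhibition above the screen-wide average plus 3 SD, cut at about 13% in these data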;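 further: forskolin and galanin both at EC90 stimulate the cells; cAMP rise reported by CNG channel membrane potential dye signal; 0% = forskolin plus galanin with DMSO and 100% = forskolin alone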
Target sequence (O60755 1-299 limits assumed): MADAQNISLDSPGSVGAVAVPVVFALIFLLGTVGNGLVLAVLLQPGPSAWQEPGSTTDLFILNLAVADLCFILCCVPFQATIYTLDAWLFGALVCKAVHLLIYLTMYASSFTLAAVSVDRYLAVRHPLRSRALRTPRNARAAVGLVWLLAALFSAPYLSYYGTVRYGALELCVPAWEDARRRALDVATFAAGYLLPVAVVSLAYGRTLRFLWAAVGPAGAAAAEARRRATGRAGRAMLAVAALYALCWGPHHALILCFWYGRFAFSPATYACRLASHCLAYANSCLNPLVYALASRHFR
GPR7 antag: blocks human GPR7 receptor signaling; P48145; inhibition, % at 4.4 µM; GPR7-expressing cells, fluorescence antagonist assay; AID 1861; hit rate 1.1% among 290,000; in the data active means inhibition above about 16%, passing the limit was not always enough;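 further: cells stimulated with the agonist NPW; 0% = agonist with vehicle and 100% = vehicle without agonist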
Target sequence (P48145 whole entry, looked up): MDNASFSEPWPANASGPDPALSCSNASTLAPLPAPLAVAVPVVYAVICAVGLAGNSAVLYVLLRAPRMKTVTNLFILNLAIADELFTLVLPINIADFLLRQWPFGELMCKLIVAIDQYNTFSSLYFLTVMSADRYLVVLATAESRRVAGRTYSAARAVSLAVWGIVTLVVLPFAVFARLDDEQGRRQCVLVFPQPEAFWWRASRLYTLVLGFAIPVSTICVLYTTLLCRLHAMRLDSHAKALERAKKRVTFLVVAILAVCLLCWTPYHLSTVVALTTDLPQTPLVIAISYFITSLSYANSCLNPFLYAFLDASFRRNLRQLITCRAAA
* hit, by the source's call; . = no result given; [ ] = remark or other dose.

Each structure is followed by: MEKK2 WT-MEK5	OXTR agonist	OXTR potentiate	V1aR counter	M18AAP inhibitor	NALP1 inh	MEKK2mut PB1 HTS	GalR3 antag	GPR7 antag
> COc1ccc(CNC(=O)CN(C(=O)CCC(=O)Nc2ccccn2)c2ccccc2OC)cc1
    83.0	-0.1	-10.2	0.4	0.8	-5.5	-11.0	1.1	-9.4
> CC(=O)c1ccc(N2CCN(c3ccc(S(=O)(=O)NCCN(C)C)cc3[N+](=O)[O-])CC2)cc1
    85.0	7.4	-5.7	10.3	1.0	.	-23.0	-7.4	8.8
> Cc1cc(C)n(CCNS(=O)(=O)c2ccc(Cl)cc2)n1
    103.0	-0.4	-0.6	0.1	1.3	4.0	4.0	-1.0	-12.4
> c1nnnn1C12CC3CC(CC(C3)C1)C2
    106.0	-0.9	-11.0	0.1	-5.2	42.5	4.0	0.0	4.1
> CCOC(=O)N1CCN(C(=O)c2ccc(Cn3c(=S)[nH]c4cc(C(=O)OC)ccc4c3=O)cc2)CC1
    100.0	-1.1	-1.4	-0.6	-5.8	20.2	-2.0	1.5	-12.9
> O=C(O)c1ccccc1C(=O)Nc1cccc([N+](=O)[O-])c1
    106.0	1.9	3.7	-0.1	2.5	7.4	4.0	-7.1	-8.9
> O=C(N/N=C/c1cccc(O)c1)c1ccc(COc2ccc3c(c2)CCC3)o1
    77.0	-1.1	-12.7	1.0	10.1	-4.6	-24.0	-3.1	-0.2
> Cc1[nH]n(C(N)=S)c(=O)c1N=Nc1ccc(Cl)cc1Cl
    102.0	1.8	-10.5	4.8	2.0	0.4	2.0	-4.3	-3.7
> CCOc1ccc(/C=N/NC(=O)c2ccc(CSc3nc4ccccc4[nH]3)cc2)cc1
    112.0	0.2	-17.4	1.4	-4.2	16.6	-1.0	-0.4	4.2
> CC(C)CC[n+]1ccn(-c2nc3ccccc3nc2[N-]S(=O)(=O)c2ccccc2)c1
    98.0	0.0	-6.0	0.1	5.4	-4.7	-3.0	3.4	-12.7
> Cc1cc(N/N=C\c2ccccc2)nc(-c2ccccc2O)n1
    111.0	-1.3	-1.9	0.0	11.3	-9.5	0.0	-10.1	-12.4
> Cc1cc(C(=O)Nc2ccc(Br)cc2F)n(-c2ccccc2)n1
    100.0	-1.4	-12.1	-0.9	4.5	22.2	6.0	-12.1	6.3
> Cc1nc2sc(C(c3ccc(F)cc3)N3CCOCC3)c(O)n2n1 (stereo unspecified)
    106.0	-0.5	-6.1	1.2	8.1	11.8	2.0	-5.3	5.1
> COc1ccc(C(=O)N/N=C\c2ccc(OC)c(COc3ccccc3Br)c2)c(OC)c1
    102.0	-0.3	-6.2	2.3	1.7	11.8	8.0	-1.2	13.2
> Cc1ccc(C)c(C(=O)N(Cc2nc(-c3ccc(Cl)cc3)no2)C(C)C)c1
    106.0	-0.5	-7.5	0.1	0.6	8.2	4.0	5.1	-6.5
> CC1c2cc3c(cc2CCN1C(=O)c1cccc(F)c1)OCCCO3 (stereo unspecified)
    99.0	-0.5	-3.8	1.6	-9.4	-3.2	3.0	-2.7	7.5
> Cc1cc(OC(=O)c2ccc(Cl)cc2Cl)nc(C)n1
    99.0	-0.2	-1.1	-0.6	3.9	6.9	1.0	-6.3	1.0
> COc1ccc2[nH]c(C)c(C(=O)CN3CCOCC3)c2c1
    104.0	0.4	-2.6	0.7	-1.2	10.1	17.0	2.4	-6.1
> CC(=O)Nc1ccc(NC(=O)CSc2nnc(-c3cc4ccccc4o3)n2C)cc1
    98.0	-1.0	4.2	2.9	-1.0	-6.3	0.0	-8.4	-10.5
> O=S(=O)(c1ccc(Cl)cc1)N1CCN=C1SCc1cccc(Cl)c1
    105.0	-1.0	-9.9	0.0	-6.2	18.7	2.0	-6.8	-1.3

Overlap with the part before: 2 compounds; new compounds follow.
Each structure is followed by: MEKK2 WT-MEK5	OXTR agonist	OXTR potentiate	V1aR counter	M18AAP inhibitor	NALP1 inh	MEKK2mut PB1 HTS	GalR3 antag	GPR7 antag
> CC(=O)Nc1ccc(NC(=O)CSc2nnc(-c3cc4ccccc4o3)n2C)cc1
    98.0	-1.0	4.2	2.9	-1.0	-6.3	0.0	-8.4	-10.5
> O=S(=O)(c1ccc(Cl)cc1)N1CCN=C1SCc1cccc(Cl)c1
    105.0	-1.0	-9.9	0.0	-6.2	18.7	2.0	-6.8	-1.3
> COCc1cc(N2CCN(c3ccccc3F)CC2)nc(-c2ccccc2)n1
    6.0*[inhibitor]	-1.9	0.5	0.2	-2.4	-8.9	-19.0	-0.9	-18.1
> CC(Sc1nnnn1-c1ccccc1)C(=O)Nc1ccc(Cl)cn1 (stereo unspecified)
    94.0	-2.6	-11.3	-1.3	-5.4	6.3	-4.0	-3.1	-9.9
> Oc1ccc(Cl)cc1CNc1ccccn1
    102.0	-2.0	-13.8	-0.6	2.0	21.1	7.0	-4.0	-5.7
> Cc1ccc(NC(=O)Cn2cc(S(=O)(=O)c3ccc(C)cc3)c(=O)c3cc(F)ccc32)cc1
    104.0	0.8	-6.2	0.9	2.0	29.1	-2.0	-1.9	-11.0
> CSc1ccccc1C(=O)NC1CCCCCC1
    109.0	-0.1	0.9	-0.3	18.5	3.4	4.0	-3.0	-5.2
> O=C(NN=c1c(=O)c2ccccc2c1=O)c1ccccc1
    93.0	0.1	-5.5	-0.4	8.4	-7.4	-7.0	-2.8	-5.0
> C/C(=N/NC(=O)CNC(=O)Cc1ccccc1)c1ccc(Cl)cc1
    104.0	-1.5	2.0	0.2	-7.5	-18.5	2.0	-2.9	-6.3
> COc1ccc(C(=O)NNC(=S)NC(=O)c2ccc(Br)o2)cc1OC
    99.0	3.1	-0.5	4.8	6.4	-4.9	-62.0	-1.8	2.7
> O=C(CNC(=O)Cc1ccccc1)N=Nc1c(O)[nH]c2ccccc12
    100.0	-1.2	-4.2	-0.9	-1.7	8.5	3.0	-4.6	-4.4
> COc1cc(NC(=S)N2CCN(c3ccccn3)CC2)cc(OC)c1
    103.0	-0.9	0.0	-0.3	-3.8	11.5	17.0	-2.7	-1.5
> COc1ccc2oc(C(=O)Nc3ccccn3)c(C)c2c1
    104.0	-1.9	-5.7	-0.9	-4.5	15.1	2.0	-4.3	-15.7
> O=C(Nc1ccc(Cl)c(Cl)c1)C1=Cc2ccccc2OC1
    116.0	0.1	-28.2	4.0	0.9	5.3	12.0	-3.5	-14.0
> CCCSc1nc(-n2ncc(C#N)c2N)c2c3c(sc2n1)CCC(C)C3 (stereo unspecified)
    95.0	-0.8	-8.8	0.9	1.5	-11.1	-3.0	-7.0	-21.0
> Cc1c(/C=N/NC(=O)c2cc(Br)ccc2O)c(=O)n(C)c(=O)n1C
    101.0	0.8	-11.0	0.8	11.2	-4.5	-2.0	-8.9	-2.8
> Cc1cc(C(=O)N/N=C2\CC(=O)CC(C)(C)C2)c(C)n1-c1ccccc1
    104.0	-0.8	-13.6	0.9	24.6	13.7	-1.0	0.3	0.8
> CN1CCN(c2nc(-c3cccs3)cs2)CC1
    101.0	1.1	5.6	0.5	2.6	11.1	1.0	-4.7	2.2
> CN(C(=O)c1cncc(Br)c1)C1C2CC3CC(C2)CC1C3 (stereo unspecified)
    94.0	-1.9	-0.2	-0.1	-8.3	16.5	-14.0	-8.4	7.0
> CC(C)C1C(=O)CC(c2ccccc2)NC1c1ccccc1 (stereo unspecified)
    97.0	-1.0	-6.1	-1.5	12.7	0.3	-8.0	-10.8	20.5
> COc1ccc(CNC(=O)COC(=O)c2cc(C)nc3ccccc23)cc1
    .	2.5	-7.0	4.0	.	.	.	-2.1	.
> O=C(N/N=C/C(Br)=C\c1ccccc1)c1ccco1
    104.0	0.1	-13.9	-0.3	11.8	8.1	2.0	-0.6	-1.9
> CC(C)C(NC(=O)c1ccccc1NC(=O)C(C)(C)C)C(=O)N1CCOCC1 (stereo unspecified)
    .	2.0	-5.6	1.1	.	.	.	-3.3	.
> COc1ccc(Nc2nnc(-c3ccc(O)cc3)c3ccccc23)cc1C(N)=O
    94.0	-1.1	-1.3	-0.3	4.9	16.3	1.0	-3.0	1.8
> O=C(Cn1c(=O)n(CCC(=O)N2CCc3ccccc3C2)c(=O)c2ccccc21)NCC1CCCO1 (stereo unspecified)
    107.0	.	.	.	-3.4	4.0	2.0	-2.2	-10.7
> COc1ccc(S(=O)(=O)N2CCOC2CNC(=O)C(=O)NCCCN(C)C)cc1C (stereo unspecified)
    123.0	-1.0	-5.8	1.3	4.7	8.1	13.0	-1.1	-24.7
> O=C(NC1CCCCC1)C1c2ccccc2C(=O)N1Cc1ccco1 (stereo unspecified)
    103.0	-1.3	-2.8	0.6	5.0	2.8	9.0	.	-11.8
> CCC1(C)Cc2c(sc3nc(SC)[nH]c(=S)c23)CO1 (stereo unspecified)
    103.0	0.0	-1.8	0.5	-1.0	5.7	-4.0	.	-18.8
> COC(=O)c1ccc(NC(=O)CSc2nnc(C3CC3)n2C)cc1
    104.0	0.0	1.6	-0.6	1.6	-9.6	5.0	-6.8	-12.0
> O=C(Nc1ccc(N2CCOCC2)cc1)NC1CCCCC1
    76.0	0.1	-6.5	0.6	-0.6	11.5	-8.0	-9.9	-11.1
> O=C(c1cccc(OC(F)F)c1)N1CCN(c2ncccn2)CC1
    100.0	0.5	2.3	1.2	-2.0	36.5	2.0	-4.5	-6.2
> Cc1nn(Cc2ccccc2Cl)c2sc(C(=O)NCCCn3ccnc3)cc12
    117.0	0.6	-10.4	0.2	0.8	14.1	7.0	-2.6	-8.4
> CCCC(=O)N1CCc2cc(OC)c(OC)cc2C1c1cc2cc3c(cc2[nH]c1=O)OCO3 (stereo unspecified)
    96.0	-0.1	1.4	0.9	1.9	.	-4.0	5.3	-1.7
> CCn1c(SCC(=O)c2cc(OC)ccc2OC)nnc1C1CC1
    109.0	0.0	-14.3	0.2	4.1	4.9	4.0	-3.3	-9.1
> Cc1ccc(Cl)c(NC(=O)COC(=O)c2nn(-c3ccccc3)cc2O)c1Cl
    .	-0.4	-2.4	1.1	.	.	.	-0.3	.
> Cc1cc(C)cc(NC(=O)N(C)Cc2ccccc2)c1
    98.0	-1.7	5.2	-1.5	12.6	-3.4	-10.0	-5.5	-4.4
> O=C(CSc1nc2ccccc2n1Cc1ccc(Cl)cc1)N/N=C/c1ccccc1C(=O)O
    96.0	0.5	6.8	0.3	4.5	9.1	0.0	-3.5	3.0
> COC(=O)c1cc(Br)c(=O)n(CCN2CCCCC2)c1
    99.0	0.1	-0.9	0.0	2.9	-14.2	7.0	-5.2	-0.5
> COC(=O)C1=C(C)N(C)C(=O)NC1c1cc(Cl)c(O)c(OC)c1 (stereo unspecified)
    92.0	0.2	-1.4	0.8	5.3	6.0	-3.0	-9.7	3.2
> CCCCN1C(=N)N([C@@H](CN2CCC[C@H]2CN2C(N)=NC[C@@H]2Cc2ccccc2)C(C)C)C[C@H]1Cc1ccccc1
    .	0.5	5.1	0.3	.	.	.	-2.7	.
> O=C(CSc1cccc2cccnc12)N/N=C/c1ccncc1
    93.0	0.2	-4.0	0.1	10.9	-8.5	1.0	-2.2	0.8
> CC1CCN(C(=O)c2[nH]cnc2C(=O)N(C)Cc2ccccc2)CC1
    .	-0.1	-1.4	-0.4	.	.	.	-3.5	.
> COc1ccccc1OCC(=O)OCc1cc(-c2ccco2)on1
    .	-0.4	-6.1	-0.7	.	.	.	-8.4	.
